TLR9-MyD88 inh – inhibitors of human TLR9-MyD88 binding; Q9NR96+Q99836; CHO BLA complementation TLR9-MyD88, CCF4 FRET ratio; inhibition, % at 4.98 µM; 340,000 compounds, 0.21% hits; AID 504734;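 active = inhibition above the mean over all tested compounds plus 3 SD, cut at about 21% in these data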;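 note: 0% = DMSO only wells and 100% = clavulanate BLA inhibitor control wells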
MC4R antag cAMP – antagonists of human melanocortin 4 receptor (MC4R); inhibition, % at 6.5 µM; MC4R-expressing cells, MTII-stimulated cAMP, LANCE TR-FRET; 360,000 compounds, 0.48% hits;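 active = inhibition above its plate's cutoff, the mean of tested wells on that plate plus 3 SD, cut at about 29% in these data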;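 note: 0% = Melanotan II alone and 100% = Melanotan II plus saturating MCL0020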
Target sequence (P32245 whole entry, looked up): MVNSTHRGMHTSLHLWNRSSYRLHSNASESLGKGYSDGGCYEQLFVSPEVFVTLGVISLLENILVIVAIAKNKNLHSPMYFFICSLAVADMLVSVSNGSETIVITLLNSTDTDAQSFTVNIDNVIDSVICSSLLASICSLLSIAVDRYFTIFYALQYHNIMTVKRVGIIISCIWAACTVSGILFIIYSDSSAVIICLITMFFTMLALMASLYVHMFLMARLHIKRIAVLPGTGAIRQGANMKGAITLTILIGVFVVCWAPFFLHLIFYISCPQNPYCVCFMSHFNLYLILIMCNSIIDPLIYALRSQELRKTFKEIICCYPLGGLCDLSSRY
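system = U2OS cells with stable human MC4R expression | also added = Melanotan II challenge after compound preincubation | dosing = one concentration, 6.5 µM nominal | incubation = compound 30 min, challenge 1 h, detection 1 h | measured by = TR-FRET with Eu-cAMP and labeled anti-cAMP, 671 nm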
SRC3 inh – inhibitors of human steroid receptor coactivator 3 (SRC3) | Q9Y6Q9 | HEK293 GAL4-SRC3 luciferase reporter, luminescence | inhibition, % at 3.6 µM | 360,000 compounds, 0.17% hits | AID 588352;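 active = inhibition above a per-campaign cutoff, the mean of all compounds plus 3 SD, cut at about 60% in these data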;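 note: 0% = DMSO-treated cells and 100% = gossypol-treated cells at 36 µM; higher means less SRC3-driven luciferase light from the GAL4 reporter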
LMP1 NFkB inh – inhibitors of Epstein-Barr LMP1-induced NF-kappaB reporter; LMP1-induced NF-kappaB luciferase reporter cells, luminescence; 350,000 compounds, 0.69% hits; inhibition, % at 12.5 µM; in the data active = inhibition above about 41%;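 note: 0% = neutral control wells and 100% = reference inhibitor control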
SRC2 inh – human SRC2 (NCOA2) inhibition; Q15596; inhibition, % at 9 µM; 370,000 compounds, 0.17% hits; HEK293 GAL4-SRC2 luciferase reporter, luminescence; AID 651957;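 active = inhibition above the mean inhibition of all tested compounds plus 3 SD, set per campaign, cut at about 52% in these data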;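 note: 0% = DMSO treated cells and 100% = cells given Gossypol at 36 µM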
LRH-1 inv ag – suppresses constitutive activity of human LRH-1. O00482. HEK293T StAR-luciferase reporter, LRH-1 transfected, 24 h. inhibition, % at 3.6 µM. 360,000 compounds, 0.13% hits;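 active = inhibition above the mean inhibition of all tested compounds plus 3 SD, cut at about 73% in these data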;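 note: 0% = DMSO wells and 100% = reporter-only cells lacking LRH-1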
NCOA1 inh – inhibits human SRC1 coactivator; Q15788; HEK293 GAL4-SRC1 luciferase reporter, luminescence; inhibition, % at 3.6 µM; 360,000 compounds, 0.12% hits; AID 588354;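 active = inhibition above the campaign mean plus 3 SD, with each screening campaign given its own cutoff, cut at about 60% in these data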;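 note: 0% = DMSO treated cells and 100% = gossypol at 36 µM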
MC4R ag barr – activates human MC4R beta-arrestin recruitment; U2OS MC4R beta-arrestin complementation, luminescence; percent of melanotan II response, DMSO zero; activation, % at 8.9 µM; 360,000 compounds, 0.98% hits; AID 540308;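 active = activation above a per-plate cutoff, the mean activation of sample wells on that plate plus 3 SD, cut at about 8% in these data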
NOD2 RIPK2 PPI – inhibitors of human NOD2-RIPK2 interaction | O43353 | CHO BLA complementation NOD2-RIPK2, CCF4 ratio | inhibition, % at 4.98 µM | 360,000 compounds, 0.38% hits | AID 624267; in the data active = inhibition above about 21%;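 note: 0% = vehicle only and 100% = reference blocker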
Target sequence (O43353 whole entry, looked up): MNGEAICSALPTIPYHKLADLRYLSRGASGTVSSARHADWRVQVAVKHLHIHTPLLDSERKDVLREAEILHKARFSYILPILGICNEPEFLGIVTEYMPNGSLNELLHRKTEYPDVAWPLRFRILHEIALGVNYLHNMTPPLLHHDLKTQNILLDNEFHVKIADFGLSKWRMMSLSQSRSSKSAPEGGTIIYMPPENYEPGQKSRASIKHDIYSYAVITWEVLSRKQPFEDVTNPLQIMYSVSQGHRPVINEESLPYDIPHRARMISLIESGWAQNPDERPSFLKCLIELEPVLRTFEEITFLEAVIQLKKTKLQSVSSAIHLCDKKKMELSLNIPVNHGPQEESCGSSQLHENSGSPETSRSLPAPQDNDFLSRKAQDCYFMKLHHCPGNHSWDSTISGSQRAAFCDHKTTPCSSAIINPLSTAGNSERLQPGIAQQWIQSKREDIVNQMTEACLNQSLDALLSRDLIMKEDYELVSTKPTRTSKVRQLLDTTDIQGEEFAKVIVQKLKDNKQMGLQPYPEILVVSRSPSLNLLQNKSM
NR2F2 inh – inhibitors of human COUP-TFII (NR2F2) | HEK293T NGFI-A luciferase reporter, luminescence | inhibition, % at 8.6 µM | 370,000 compounds, 0.7% hits;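 active = inhibition above a per-plate cutoff, mean inhibition of test wells between control levels plus 3 SD, cut at about 38% in these data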;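 note: cells cotransfected with COUP-TFII expression vector driving the NGFI-A reporter; 0% = median of COUP-TF2 test wells and 100% = reporter-only cells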
ABHD5-PLIN5 inh – blocks binding of human ABHD5 to perilipin-5 | Q00G26+Q8WTS1 | Split G. princeps luciferase complementation, luminescence, 4 h | inhibition, % at 4 µM | 360,000 compounds, 0.78% hits | AID 602281;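 active = inhibition above the mean inhibition across every tested compound plus 3 SD, cut at about 22% in these data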;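 note: 0% = DMSO only wells and the 100% control is not disclosed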
Active calls of the source: *; / = not tested or not shown. Only part of the results is shown; count on the stated rates, not on these rows.

SMILES	TLR9-MyD88 inh	MC4R antag cAMP	SRC3 inh	LMP1 NFkB inh	SRC2 inh	LRH-1 inv ag	NCOA1 inh	MC4R ag barr	NOD2 RIPK2 PPI	NR2F2 inh	ABHD5-PLIN5 inh
COc1cc(CCCN2CCNC[C@@H]2C(C)O)cc(OC)c1OC (some centres not stated)	1	1	-63	1	13	9	-11	0.0	-7	-6	-6
COc1ccc(S(=O)(=O)N2CCOCC2)cc1NC(=O)COC(=O)CC1CC2CCC1C2 (configuration not stated)	3	5	6	-9	-24	15	-3	-1.4	7	10	3
O=C(Nc1ccc(-c2nc3ccccc3[nH]2)cc1)c1ccco1	-11	0	-80	-44	/	-142	-92	-0.8	4	/	6
Cn1c(SCC(=O)c2ccc3c(c2)OCCO3)nnc1C(F)(F)F	-2	-2	15	5	-12	7	-1	-1.3	-2	0	2
CC12CCC(=O)C=C1CCCC2=O (configuration not stated)	-14	5	0	-2	-11	7	9	-0.5	-7	9	2
CCOc1ccc(N2CC(C(=O)NCc3ccccc3)CC2=O)cc1 (configuration not stated)	-4	19	-10	-2	-19	21	2	-0.4	9	-10	0
COc1ccc(-n2ncc3c(NCc4cccnc4)ncnc32)cc1	-9	26	-111	-27	-29	-129	-96	-1.0	-10	-37	-5
CC(C)Cn1c(-c2cccnc2)nc2c1c(=O)[nH]c(=O)n2CC(C)C	6	8	10	3	4	19	12	-0.7	3	2	0
CC1(C)CC(=O)C2=C(C1)N(Cc1ccco1)C(=O)C2(O)C(F)(F)F (configuration not stated)	-8	7	13	-10	10	13	4	0.9	-5	1	13
O=C(COC(=O)c1ccc(S(=O)(=O)N2CCOCC2)cc1)NCc1cccs1	6	11	-8	3	-16	11	1	-0.6	0	-8	3
O=C(NCCc1c[nH]c2ccccc12)C(=O)NCC1OCCN1S(=O)(=O)c1cc(F)ccc1F (configuration not stated)	6	-3	10	-17	-3	10	4	0.3	8	-6	10
CCOC(=O)c1cn(CC)c2cc(Cl)c([N+](=O)[O-])cc2c1=O	2	7	7	6	-10	-9	-10	-0.3	-4	-4	-1
CC(C)(C)c1ccc(C(=O)CSc2n[nH]c(=O)[nH]c2=O)cc1	-7	-2	-6	2	-20	-10	-18	-0.8	-8	-8	-4
S=C(NCCc1ccccc1)Nc1nccs1	11	10	-42	-9	-35	-43	-51	-0.7	-18	-33	7
Cc1c(C(c2cc(O)ccc2Cl)c2c(C)n(C)n(-c3ccccc3)c2=O)c(=O)n(-c2ccccc2)n1C	3	3	1	-19	5	-1	12	-0.2	8	-25	-1
O=C(c1ccccc1)N1CCC(CC2CC(c3ccc(Cl)cc3)=NO2)(C(=O)NCC2CCCCC2)CC1 (configuration not stated)	-4	4	12	8	-8	-6	-19	-1.4	1	-2	1
COc1ccc(C(C2C(=O)CC(C)(C)CC2=O)C2C(=O)CC(C)(C)CC2=O)cc1CO	4	-2	-4	-6	-22	-15	8	-0.5	9	-5	15
O=C1CCCc2nc(N3CCN(C(=O)c4ccco4)CC3)ncc21	-6	2	-50	1	-73	-46	-58	-2.9	1	-20	-6
CCCCCOC(=O)CC(C(=O)OCCCCC)N1CCCCC1 (configuration not stated)	2	2	24	3	6	5	6	-1.3	-19	14	3
CN1CCN(S(=O)(=O)c2ccc(N(C)Cc3cccc(F)c3)nc2)CC1	4	12	5	-2	34	0	-54	-1.2	1	-10	6
CC(=O)Nc1cccc(NC(=O)c2cc(-c3cccnc3)nc3ccc(Br)cc23)c1	2	-2	28	-10	-31	25	21	0.1	-8	-6	10
O=C(c1ccccc1)C(O)(Cc1ccccc1)c1ccccc1 (configuration not stated)	-3	-1	-20	2	-31	8	11	2.5	1	-17	-5
CC(=O)NS(=O)(=O)c1ccc(NC(=O)c2ccc3c(c2)OCO3)cc1	6	1	5	-8	-19	-7	-2	-0.8	-19	15	4
CCCS(=O)(=O)NC(=O)C1(C)CCN(C(=O)c2oc3ccccc3c2C)C1 (configuration not stated)	/	2	-14	/	-10	0	-67	0.2	-2	-15	1

10 entries out of the list, ordered by heavy-atom count, largest number first.
SMILES	TLR9-MyD88 inh	MC4R antag cAMP	SRC3 inh	LMP1 NFkB inh	SRC2 inh	LRH-1 inv ag	NCOA1 inh	MC4R ag barr	NOD2 RIPK2 PPI	NR2F2 inh	ABHD5-PLIN5 inh
Cc1c(C(c2cc(O)ccc2Cl)c2c(C)n(C)n(-c3ccccc3)c2=O)c(=O)n(-c2ccccc2)n1C	3	3	1	-19	5	-1	12	-0.2	8	-25	-1
COc1ccc(C(C2C(=O)CC(C)(C)CC2=O)C2C(=O)CC(C)(C)CC2=O)cc1CO	4	-2	-4	-6	-22	-15	8	-0.5	9	-5	15
CC(=O)Nc1cccc(NC(=O)c2cc(-c3cccnc3)nc3ccc(Br)cc23)c1	2	-2	28	-10	-31	25	21	0.1	-8	-6	10
CCCS(=O)(=O)NC(=O)C1(C)CCN(C(=O)c2oc3ccccc3c2C)C1 (configuration not stated)	/	2	-14	/	-10	0	-67	0.2	-2	-15	1
CN1CCN(S(=O)(=O)c2ccc(N(C)Cc3cccc(F)c3)nc2)CC1	4	12	5	-2	34	0	-54	-1.2	1	-10	6
CC(=O)NS(=O)(=O)c1ccc(NC(=O)c2ccc3c(c2)OCO3)cc1	6	1	5	-8	-19	-7	-2	-0.8	-19	15	4
CCCCCOC(=O)CC(C(=O)OCCCCC)N1CCCCC1 (configuration not stated)	2	2	24	3	6	5	6	-1.3	-19	14	3
O=C(c1ccccc1)C(O)(Cc1ccccc1)c1ccccc1 (configuration not stated)	-3	-1	-20	2	-31	8	11	2.5	1	-17	-5
CC(C)(C)c1ccc(C(=O)CSc2n[nH]c(=O)[nH]c2=O)cc1	-7	-2	-6	2	-20	-10	-18	-0.8	-8	-8	-4
S=C(NCCc1ccccc1)Nc1nccs1	11	10	-42	-9	-35	-43	-51	-0.7	-18	-33	7

Later entries
SMILES	TLR9-MyD88 inh	MC4R antag cAMP	SRC3 inh	LMP1 NFkB inh	SRC2 inh	LRH-1 inv ag	NCOA1 inh	MC4R ag barr	NOD2 RIPK2 PPI	NR2F2 inh	ABHD5-PLIN5 inh
O=C(NCCn1ccc2ccccc21)c1ccc2c(c1)OCO2	0	2	-56	-7	-66	-76	-50	-0.2	-4	-24	-1
CN(C)C(=O)c1ccc(NC(=O)c2ccc(-c3ccc(Cl)cc3)o2)cc1	-1	4	-19	-1	23	-35	-24	0.1	-6	0	7
COc1ccc(C)cc1S(=O)(=O)NC1CCCCC1C (configuration not stated)	5	-2	-47	-9	4	-14	7	-1.9	-4	5	0
OC[C@@H]1CN(Cc2ccc3c(c2)OCO3)C[C@H](n2cnc3c(NC4CCC4)ncnc32)O1	/	2	1	/	-8	3	10	-1.1	-8	17	0
CCOC(=O)c1ccc(NC(=O)Nc2ccc(OC)c(OC)c2)cc1	-3	8	-6	-2	-15	-9	19	0.7	-10	-21	4
CC(=O)c1ccc(OCc2ncc(C(F)(F)F)cc2Cl)cc1	-10	11	-17	-6	-9	-32	-36	1.4	4	-34	-7
O=c1cc[nH]c2cc(Cl)ccc12	-6	3	9	6	-35	-18	-7	0.5	-3	2	2
O=C(NCc1ccc(Cl)cc1)N1CCN(Cc2ccccc2)CC1	0	10	4	2	21	11	14	-0.2	-4	7	6
CCCN(CCC)CCNC(=O)c1cn(C)c(=O)c2c1c1ccccc1n2C	-4	0	13	2	-27	-15	2	-2.9	1	-6	-1
Cc1ccc(Cl)cc1N1CCN(Cc2cc(=O)n3ccsc3n2)CC1	0	-7	21	-11	4	-5	9	2.9	0	0	13
CC1=C(OC(=O)c2ccccc2)C(C)(C)C(c2ccc(Br)cc2)OC1=O (configuration not stated)	8	3	6	-8	-1	-1	-5	-0.6	12	-3	0
CCOC(=O)CN(C(=O)COc1nc(-c2ccccc2)cc(C)c1C#N)c1ccc(C)cc1	-8	-2	13	-16	4	10	-18	-1.0	2	10	-1
O=c1[nH]c2cc3c(cc2cc1CN(Cc1nnnn1C1CCCC1)C1CCCC1)OCCO3	12	6	-18	-1	-70	-7	-3	-1.9	-2	-29	-4
Cn1c(=O)c2ncn(CC(=O)Nc3ccc4c5c(cccc35)CC4)c2n(C)c1=O	-4	3	-8	2	6	-7	0	-0.3	2	1	0
COc1ccc(Cn2c(C)nc([N+](=O)[O-])c2SCC(=O)O)cc1[N+](=O)[O-]	/	0	-3	1	-1	-2	7	0.3	-6	5	-1
O=C(CNS(=O)(=O)c1cccc(Cl)c1)OCc1csc(-c2ccccc2)n1	0	12	1	-1	-8	-4	-4	0.9	-14	-5	-3
CCCC1=C(C(=O)OCC)C(c2ccc(O)cc2)n2ncnc2N1 (configuration not stated)	4	12	11	-8	6	5	4	-1.2	4	-2	6
COc1ccc(CCNC(=O)CCS(=O)(=O)c2ccc3c(c2)NC(=O)C(C)S3)cc1OC (configuration not stated)	3	8	8	-4	9	-4	2	-0.5	-11	10	1
C=CCN1C(=O)c2ccc(C(=O)NCCc3ccc(F)cc3)cc2C1=O	-7	-8	3	2	-9	-2	6	3.0	-15	-10	8
O=C(c1cc(=O)[nH]c2ccccc12)N1CCN(c2ccc([N+](=O)[O-])cc2)CC1	1	8	0	-2	2	26	-6	-1.8	-2	16	4
CN(C)C(=N)c1n[nH]nc1SCc1ccc(Cl)c(Cl)c1	-1	-10	11	-2	7	4	7	-1.5	-8	-14	-1
N#Cc1ccc(Cl)cc1NC(=O)COC(=O)[C@H](CCC(N)=O)NC(=O)c1ccc(F)cc1	-2	13	-20	-9	12	8	-21	1.9	-13	8	-5
CCCCN1C(=O)C(CC(=O)NCc2cccs2)CC(C(=O)N(C(C)C)C(C)C)=C1C (configuration not stated)	-3	-5	13	6	8	3	-5	-0.5	-5	2	3
CC(C)(C)c1csc(NC(=O)CCc2ccccc2)n1	7	-7	-36	4	-10	-22	-2	1.9	-2	-4	-10
Cc1cc(C)c(C(=O)CSc2nnc(C)c(=O)[nH]2)cc1C	2	-3	-9	1	13	0	1	-0.3	0	7	-3
Cc1ccc(C)c(NC(=O)c2ccc(OCc3c(C)noc3C)cc2)c1	7	5	13	-2	-39	3	4	-1.0	-11	0	3
